VLA-4 inh – inhibition in a human VLA-4 binding assay. P13612. VLA-4 expressing cells, ligand binding flow cytometry. inhibition, % (about 7 µM as worked out from the volumes in the protocol). hit rate 0.2% among 330,000. AID 2557; in the data active = inhibition above about 50%
Target sequence (P13612 whole entry, looked up): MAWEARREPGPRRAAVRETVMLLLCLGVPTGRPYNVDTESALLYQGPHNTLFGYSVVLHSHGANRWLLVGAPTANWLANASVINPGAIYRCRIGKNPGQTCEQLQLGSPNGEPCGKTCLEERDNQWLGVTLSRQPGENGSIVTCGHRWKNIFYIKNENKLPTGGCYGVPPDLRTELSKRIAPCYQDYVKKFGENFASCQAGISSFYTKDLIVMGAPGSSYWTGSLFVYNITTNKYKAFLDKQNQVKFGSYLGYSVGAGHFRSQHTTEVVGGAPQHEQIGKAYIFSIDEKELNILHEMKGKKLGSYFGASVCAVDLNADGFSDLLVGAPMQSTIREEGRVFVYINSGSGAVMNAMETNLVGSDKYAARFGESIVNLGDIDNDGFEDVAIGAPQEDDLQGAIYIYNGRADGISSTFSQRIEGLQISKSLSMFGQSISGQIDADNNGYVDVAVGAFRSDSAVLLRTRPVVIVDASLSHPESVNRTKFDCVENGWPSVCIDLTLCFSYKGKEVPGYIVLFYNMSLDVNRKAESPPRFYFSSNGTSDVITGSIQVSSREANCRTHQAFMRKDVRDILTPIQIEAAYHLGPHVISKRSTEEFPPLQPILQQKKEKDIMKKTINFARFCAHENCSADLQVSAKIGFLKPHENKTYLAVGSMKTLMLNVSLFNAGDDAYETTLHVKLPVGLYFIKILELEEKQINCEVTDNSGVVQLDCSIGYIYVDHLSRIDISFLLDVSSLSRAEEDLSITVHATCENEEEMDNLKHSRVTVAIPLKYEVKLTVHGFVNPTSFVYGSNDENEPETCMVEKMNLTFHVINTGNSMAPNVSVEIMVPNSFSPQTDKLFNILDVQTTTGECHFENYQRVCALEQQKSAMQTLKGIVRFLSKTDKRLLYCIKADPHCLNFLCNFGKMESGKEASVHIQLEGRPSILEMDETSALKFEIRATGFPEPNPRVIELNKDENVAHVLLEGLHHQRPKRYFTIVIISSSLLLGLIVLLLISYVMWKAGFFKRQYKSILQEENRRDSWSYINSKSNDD
GLD-1 TGE inh – GLD-1-TGE RNA interaction inhibition (C. elegans) | inhibition, % at 5.96 µM | Q17339 | hit rate 0.44% among 320,000 | purified GLD-1 + fluorescein TGE RNA, fluorescence polarization;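 active = percent inhibition above a per-plate cutoff, the plate mean of test compounds plus 3 SD, cut at about 30% in these data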;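 note: 0% = DMSO wells with GLD-1 and probe and 100% = wells lacking GLD-1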
BCLXL inh – inhibitors of human Bcl-xL | inhibition, % at 10.9 µM | GST-Bcl-xL / FITC-Bim BH3 peptide fluorescence polarization | AID 2129 | hit rate 0.7% among 320,000;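 active = inhibition above the mean of all tested compounds plus 3 SD, cutoff set per campaign, cut at about 30% in these data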;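 note: 0% = DMSO wells and 100% = unlabeled Bim-BH3 peptide competitor; inhibitors lower millipolarization by displacing the labeled peptide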
GRK2 aptamer HTS – blocks RNA aptamer binding to human GRK2. P25098. bead flow cytometry, FAM-aptamer displacement from GRK2. inhibition of aptamer binding, % at 10 µM. hit rate 0.59% among 330,000. AID 488847;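 active = inhibition of aptamer binding above 40%, roughly 3 SD of noise, on plates passing a quality check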;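 note: median bead fluorescence of bound FAM aptamer so fluorescent compounds give negative values; no value below 0 was filed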
Fam108B counter – Fam108B inhibition, counter-screen for RBBP9 inhibitors. recombinant Fam108B, FP-Rh probe fluorescence polarization. inhibition, % at 9.51 µM. hit rate 0.33% among 300,000;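 active = inhibition above the screen mean inhibition plus 3 SD, computed separately per campaign, cut at about 18% in these data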;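 note: inhibitors lower polarization as less probe binds the enzyme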
AGP1 TOR yeast – alters AGP1-GFP fluorescence in TOR pathway yeast screen | S. cerevisiae AGP1-GFP multiplex flow cytometry, 3 h; GFP as percent of DMSO wells | GFP response vs DMSO, % at 10 µM | hit rate 0.02% among 320,000 | AID 2066;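 active = GFP response relative to DMSO above a set limit, near screen average plus 3 SD, cut at about 150% in these data; inconclusive = fewer than 70 cells counted for the yeast strain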;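 note: median GFP channel fluorescence of the gated AGP1 strain per well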
MEX-5 binding – C. elegans MEX-5 TCR-2 RNA binding activity. MEX-5/FITC-TCR2 RNA binding, fluorescence polarization; hits give low values. activity score (negative = inhibition of binding), % at 10 µM. hit rate 0.38% among 300,000. AID 1832;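 active = inhibition past about -25% in most replicates, and total fluorescence under double the plate's negative control median, limit read from the data; inconclusive = replicates evenly split on the limit, or fluorescence at least double controls; inactive = too little inhibition in most replicates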;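 note: 0% = DMSO and -100% = 5 µM competing unlabeled TCR2 RNA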
MCL1-BIM inh – inhibitors of human MCL1 binding to BIM-BH3 peptide | Q07820 | GST-MCL1 / FITC-Bim-BH3 fluorescence polarization | inhibition, % at 10.9 µM | hit rate 0.68% among 320,000 | AID 2057;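 active = inhibition above the mean inhibition of all tested compounds plus 3 SD, set per campaign, cut at about 40% in these data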;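 note: 0% = DMSO wells and 100% = unlabeled Bim-BH3 peptide control; higher means more loss of mP so more displacement of Bim peptide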
CIT2 TOR yeast – yeast TOR pathway CIT2-GFP modulation | S. cerevisiae CIT2-GFP strain, flow cytometry, 3 h; 100 means same as DMSO wells | GFP response vs DMSO, % at 10 µM | hit rate 0.065% among 320,000 | AID 2029;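 active = GFP response relative to DMSO above a set limit, near the screen mean plus 3 SD, cut at about 150% in these data; inconclusive = Fewer than 70 cells measured for a yeast strain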;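 note: ratio of well median GFP fluorescence to mean of DMSO wells on the plate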
Starred values were filed as active, the others as inactive; ? = inconclusive; · = no result given; [ ] = dose if it differs, or a comment.

SMILES	VLA-4 inh	GLD-1 TGE inh	BCLXL inh	GRK2 aptamer HTS	Fam108B counter	AGP1 TOR yeast	MEX-5 binding	MCL1-BIM inh	CIT2 TOR yeast
COc1cc(/C=N/NC(=O)/C(=C\c2ccc3c(c2)OCO3)NC(=O)c2ccccc2)ccc1O	1	6	0	1	6	102	3.8	7	106
COc1ccc(-c2ccc(OC)c([C@H]3[C@@H]4C=CCC[C@@]4(C)C(=O)N3Cc3ccccc3)c2)cc1OC	7	5	-8	0	-7	73	-1.8	-7	60
Nn1c(Nc2ccc(Cl)cc2)nncc1=O	3	8	0	0	-4	105	-2.8	-4	95
CN1CCN(C(c2ccc(Br)cc2)c2cc(Cl)c3cccnc3c2O)CC1 (centres undefined)	12	-2	20	0	-4	42	-2.5	40*	110
Cc1cc2oc(=O)cc(CSc3nc(N)cc(N)n3)c2cc1C	-9	1	3	3	0	103	-0.3	0	98
Cc1ccc(NC(=O)c2nc[nH]c2C(=O)NCCCCCCNC(=O)c2[nH]cnc2C(=O)Nc2ccc(C)cc2)cc1	-2	6	·	4	·	107	·	·	97
COc1ccc(S(=O)(=O)N2CCCCCC2)cc1C(=O)NC1(C)CCS(=O)(=O)C1 (centres undefined)	-11	0	2	3	-1	104	-0.2	-2	105
Cc1onc(COc2ccccc2O)c1Br	-5	7	2	0	3	102	0.2	6	105
CCOC(=O)c1ccc(NC(=O)CN2C(=O)NC3(CCCCCC3)C2=O)cc1	10	1	-2	0	1	98	-0.5	-3	97
CCOC(=O)c1cnn(CCOC(=O)c2ccccc2F)c1NC(=O)c1ccccc1F	3	-6	6	0	-6	100	1.8	0	94
OC(CN1CCN(c2cccc(Cl)c2)CC1)c1ccc(F)cc1 (centres undefined)	3	6	-1	1	-4	108	-1.4	2	103
CCCCOc1ccc(C(=O)NCC2(c3ccc(OC)cc3)CCOCC2)cc1	2	9	4	0	-1	94	1.9	3	96
O=C(CCc1ccccc1)Nc1ccc(N2CCOCC2)c(Cl)c1	1	4	4	3	5	104	0.4	11	106
Cc1ccc(NC(=O)c2ccc(CSc3ccccn3)cc2)c(O)c1	7	-4	21	3	-5	105	-1.4	-4	94
CCOc1ccc(-c2nnc(-c3ccco3)o2)cc1OCC	5	2	12	1	1	98	0.1	8	97
CC(C)N(CCNC(=O)c1cn(C)c2ccc(S(=O)(=O)N(C)C)cc2c1=O)Cc1ccccc1	1	5	3	4	-2	101	-1.6	0	102
Cn1c(OCc2cccnc2)nc2c1c(=O)n(Cc1ccc(Cl)cc1)c(=O)n2C	-3	10	2	3	-5	97	0.8	9	101
COc1cc(C(CC(=O)Nc2ccc(C)cn2)N2Cc3ccccc3C2=O)cc(OC)c1OC (centres undefined)	-8	2	5	0	-1	107	0.2	4	109
Cc1ccc(S(=O)(=O)NCc2ccc3[nH]c(C)cc3c2)cc1	4	0	-2	4	1	97	-0.8	0	91
COc1ccc(C(C(=O)NC(C)(C)C)N(CCO)C(=O)CCC(=O)Nc2cc(C)on2)cc1 (centres undefined)	-14	-3	4	0	-1	101	-1.8	5	102
Fc1ccc(CN2CCN(C(=S)NCCc3ccccc3)CC2)c(Cl)c1	15	6	5	0	-7	101	1.0	8	97
CCCCN(c1ccccc1)S(=O)(=O)c1cccc2cccnc12	-6	-6	0	1	-2	112	-0.5	-2	79
CCCN(CC(=O)Nc1cc(C)on1)CC(=O)Nc1ccc(F)c(F)c1F	30	6	·	0	·	109	·	·	99
COc1ccccc1OCC(O)CNCc1ccc2c(c1)OCO2 (centres undefined)	-6	1	3	0	2	107	1.2	0	113
COc1cc(C(=O)OCC(=O)Nc2cc(C)on2)cc(OC)c1OC	6	-2	-2	0	-3	·	-0.4	-17	90
CCN1C(=O)C2C(c3ccc(O)c(OC)c3)NC(C)(C(=O)OC)C2C1=O (centres undefined)	24	4	6	0	1	101	-0.2	-4	100
CCC(C(=O)NCCCN1CCCC1=O)n1c2ccccc2c2nc(=O)cc(C)n21 (centres undefined)	7	2	2	3	-1	?	1.1	3	81
O=C(CN1CCN(c2ncccn2)CC1)Nc1ccccc1-n1cccc1	-8	10	9	0	2	102	-0.1	1	104
C/C(CC1(O)C(=O)N(Cc2ccccc2)c2ccccc21)=N\O (centres undefined)	-5	-2	3	0	4	94	1.5	2	93
CC(CNC(=O)c1ccc(N)cc1)NC(=O)c1ccc(N)cc1 (centres undefined)	11	10	0	0	4	104	-0.6	-2	102

Ordered by value in CIT2 TOR yeast (highest first): three of the compounds above.
canonical_smiles,CIT2 TOR yeast
O=C(CN1CCN(c2ncccn2)CC1)Nc1ccccc1-n1cccc1,104
CC(C)N(CCNC(=O)c1cn(C)c2ccc(S(=O)(=O)N(C)C)cc2c1=O)Cc1ccccc1,102
CCN1C(=O)C2C(c3ccc(O)c(OC)c3)NC(C)(C(=O)OC)C2C1=O (centres undefined),100

Following part:
SMILES	VLA-4 inh	GLD-1 TGE inh	BCLXL inh	GRK2 aptamer HTS	Fam108B counter	AGP1 TOR yeast	MEX-5 binding	MCL1-BIM inh	CIT2 TOR yeast
Cc1cnc(C(=O)OCC(=O)c2cc(C)n(C)c2C)cn1	36	2	2	1	-7	102	3.8	0	99
O=C(C1CC(Cl)CN1S(=O)(=O)c1ccc(Cl)cc1)N1CCOCC1 (centres undefined)	-7	-1	6	5	7	·	-0.7	8	93
CCN(CC)S(=O)(=O)c1ccc(N=Nc2c(N)[nH]c(=O)[nH]c2=O)cc1	6	5	0	0	-2	105	-1.5	-1	102
CC(=O)Nc1ccc(S(=O)(=O)NCC(CCC(=O)O)C(F)(F)F)cc1 (centres undefined)	13	3	0	2	6	107	2.4	2	100
COc1ccc(C(=O)/C=C/c2cc(C(=O)O)cc3c2OCOC3)c(O)c1	6	5	5	2	-8	113	-1.2	-2	112
CCOc1cc(C(=O)Nc2cc(C)ccn2)cc(OCC)c1OCC	2	8	-2	0	0	98	-1.9	3	98
CC(=O)c1cccc(N(C(=O)CS(=O)CC(=O)Nc2ccc(F)cc2)C(C(=O)NC2CCCCC2)c2ccc(C)o2)c1 (centres undefined)	1	4	2	1	-3	101	-2.4	-5	97
COC(=O)c1cn(NC(=O)Cc2cccc(C(F)(F)F)c2)c(=O)c2ccccc12	-6	2	4	3	-6	100	-0.4	5	106
O=c1n(Cc2ccccc2)c2cc(Cl)cnc2n1Cc1ccccc1	5	1	1	0	-4	·	-2.9	-1	99
CN(C(=O)COC(=O)c1sc2ccccc2c1Cl)C1CCCCC1	2	7	4	1	0	115	-2.8	8	104
CCOC(=O)N1CCN(c2c(NCCCN3CCCCCC3)c(=O)c2=O)CC1	-2	-6	4	0	2	100	2.4	4	98
CC(OC(=O)CCN1C(=O)C2CC=CCC2C1=O)C(=O)Nc1cccc(Cl)c1 (centres undefined)	4	4	-1	2	8	107	-0.1	1	101
CCOc1ncccc1C(=O)Nc1cc(S(=O)(=O)N2CCCCC2)ccc1C	19	3	-2	1	·	93	·	-10	92
CN(C)C(=O)c1ccc(NC(=O)c2cccnc2)cc1	14	4	-9	0	0	102	1.1	-5	87
O=C(N/N=C/c1ccc2c(c1)OCO2)c1ccc2c(c1)OCCO2	2	-1	-2	0	5	103	0.1	-1	97
Cc1ccc(C)c(/C(O)=C2/C(=O)C(=O)N(CCN3CCOCC3)C2c2ccco2)c1 (centres undefined)	-6	5	10	15	-1	71	-5.6	14	82
Nc1c(Cl)ncnc1NCC(O)CO (centres undefined)	22	7	4	2	4	104	·	8	100
COC(=O)c1cc(S(=O)(=O)N2CCN(c3ccc([N+](=O)[O-])cc3)CC2)c[nH]1	1	-3	3	7	-3	93	-1.0	1	98
O=C(N/N=C/c1cc(Br)cc(Br)c1O)c1cccc(S(=O)(=O)N2CCOCC2)c1	-7	-5	0	0	10	102	2.1	0	107
O=C(O)c1cc(-c2ccc(Cl)s2)[nH]n1	9	3	4	0	3	113	-3.4	2	102
COc1ccccc1N1CCN(CCCCOc2c(OC)cccc2OC)CC1	24	0	3	0	0	99	-4.5	2	94
O=C(Cc1ccccc1)Nc1ccccc1C(=O)NCC1CCCO1 (centres undefined)	-6	1	2	1	3	97	-0.7	4	103
N#CCCN1CCN(S(=O)(=O)c2ccc(S(=O)(=O)NC3CCCC3)cc2)CC1	-29	-3	-3	0	-2	103	-0.7	-1	98
COc1ccc(-c2nc3ccccn3c2NCc2ccc3c(c2)OCO3)cc1	-7	0	4	0	3	98	2.3	4	92
CCCCCN(C(=O)CCC(=O)OCC(=O)N(CC)c1ccccc1)c1c(N)n(CCCC)c(=O)[nH]c1=O	2	5	-3	1	-1	105	2.3	-12	95
COc1cc(OC)cc(-c2nnc(SCC(=O)Nc3ccc(C(=O)O)cc3)s2)c1	-1	7	8	0	-5	97	-1.6	-1	90
CCOc1ccc2nc(N3CCCCCC3)sc2c1	-5	8	3	2	-1	96	·	-1	99
CCOc1ccc(S(=O)(=O)N(C)CC(=O)NC2CCCC2)cc1	14	2	2	0	2	106	-2.4	0	102
Cc1c(N2C(=O)c3ccccc3C2=O)c(=O)n(-c2ccccc2)n1C	1	7	1	3	3	102	0.7	2	106
COc1cc(O)c(C(CC(=O)N2CCN(c3ccccc3)CC2)c2ccc3c(c2)OCO3)c(OC)c1 (centres undefined)	2	2	0	4	5	105	1.8	-1	96
CC1(c2ccc([N+](=O)[O-])c(CS(=O)(=O)c3ccccc3)c2)OCCO1	-4	-6	5	1	-5	99	1.5	2	104
COc1ccc(N(CC(=O)Nc2cccnc2)S(C)(=O)=O)cc1	0	0	2	3	-1	100	-1.3	0	100
CCCCN(C(=O)c1ccccc1Br)C1CCS(=O)(=O)C1 (centres undefined)	10	4	10	0	-2	95	-4.1	5	98
CNC(=S)NCCN1CCOCC1	35	2	2	2	4	102	-1.4	5	103
O=S(=O)(c1ccc(SCc2ccccc2)nc1)N1CCCCCC1	6	7	5	2	·	110	·	1	105
COc1ccc2cc(C(C)C(=O)N3CCC(C(N)=O)CC3)ccc2c1 (centres undefined)	5	-5	-1	4	-1	93	-0.2	-2	92
CN(C)c1ccc(SC#N)cc1	-6	-6	2	1	1	92	1.1	6	89
O=C1Nc2cc(C(=O)N3CCN(c4ccc(F)cc4)CC3)ccc2NC1CSCc1cccc(F)c1 (centres undefined)	-134	-82	-33	1	-9	91	-2.4	-79	91
CN(CC(=O)Nc1ccccc1Cl)C(=O)COC(=O)CNC(=O)c1ccc(Br)o1	-1	6	2	5	-3	101	-0.3	-18	104
NC(=O)C1CCN(C(=O)C2CC(=O)N(c3ccc(F)cc3)C2)CC1 (centres undefined)	19	3	3	0	3	105	-1.4	4	106
CC(NC(=O)C1CCN(C(=O)c2ccc(F)cc2)CC1)c1ccc(S(N)(=O)=O)cc1 (centres undefined)	1	-1	·	1	·	104	·	·	105
O=c1ccc(-c2ccccc2)nn1Cc1ccc(F)cc1	-7	-1	0	1	7	19[may fluoresce violet]	-0.1	0	?
CCN1CCN(C(=S)NCCOC)CC1	8	1	6	2	-3	105	0.4	18	101
Cc1ccc(S(=O)(=O)/N=C/c2ccco2)cc1	24	-9	0	4	8	92	1.7	1	91
O=C(NCC(c1ccc(F)cc1)N1CCOCC1)c1c(F)cccc1F (centres undefined)	13	5	-4	0	-4	105	0.3	-5	78
CC(=O)Nc1ccc(NC(=O)c2ccccc2N(C)S(=O)(=O)c2ccc(C)cc2)cc1	4	8	2	1	1	100	-1.2	0	110
Cc1ccc(S(=O)(=O)Nc2ccc(C(=O)NCc3cccnc3)cc2)cc1	-3	·	·	5	·	92	0.6	·	105

Screening data: PubChem, several laboratories
